NSD2 block = blocks human NSD2 histone methyltransferase activity; inhibition, % at 12.5 µM; 44,000 compounds, 0.07% hits; NSD2-SET H3K36me1 DELFIA fluorescence, biochemical; O96028; in the data active means inhibition above about 54%, passing the limit was not always enough;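 further: inhibitors reduce the monomethyl H3K36 fluorescence signal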
Numbers without * were called inactive.

Compound,NSD2 block
Cc1noc(C)c1NC(=O)Nc1ccc2c(c1)C(=O)N([C@H](C)CO)C[C@@H](C)[C@H](CN(C)S(=O)(=O)c1ccc(F)cc1)OCCCC[C@H](C)O2,-4.8
O=C(CCCCCCC(=O)Nc1ccccc1O)N/N=C/[C@H](O)[C@@H](O)[C@H](O[C@@H]1O[C@H](CO)[C@H](O)[C@H](O)[C@H]1O)[C@H](O)CO,6.6
C[C@H]1CN([C@@H](C)CO)C(=O)Cc2cc(NS(=O)(=O)c3ccc(F)cc3)ccc2O[C@H]1CN(C)Cc1ccc2c(c1)OCO2,0.9
Cc1noc(C)c1NC(=O)Nc1cccc2c1O[C@@H](CN(C)S(=O)(=O)c1cn(C)cn1)[C@@H](C)CN([C@H](C)CO)C2=O,-36.0
C[C@H]1CN([C@@H](C)CO)C(=O)Cc2cc(NS(=O)(=O)c3ccc(Cl)cc3)ccc2O[C@@H]1CN(C)S(=O)(=O)c1cn(C)cn1,-0.3
Cc1noc(C)c1NC(=O)N(C)C[C@H]1Oc2ccc(N(C)C)cc2CC(=O)N([C@@H](C)CO)C[C@H]1C,0.7
O=C(C[C@H]1C[C@@H]2c3cc(NC(=O)C4CCC4)ccc3O[C@@H]2[C@@H](CO)O1)NCCN1CCCCC1,4.8
Cc1ccc(S(=O)(=O)Nc2ccc3c(c2)C(=O)N([C@H](C)CO)C[C@H](C)[C@H](CN(C)C(=O)Nc2ccc4c(c2)OCO4)OCCCC[C@@H](C)O3)cc1,4.0
COCC#Cc1cnc2c(c1)C(=O)N([C@H](C)CO)C[C@H](C)[C@@H](CN(C)C(=O)c1ccc3c(c1)OCO3)O2,7.6
C[C@H](CO)N1C[C@H](C)[C@@H](CN(C)C(=O)c2cnccn2)Oc2cc(C#CCC3CCCC3)ccc2S1(=O)=O,1.1
C[C@H]1CCCCO[C@H](CN(C)C)[C@@H](C)CN([C@@H](C)CO)C(=O)c2cc(NS(=O)(=O)c3ccccc3)ccc2O1,26.0
C[C@@H]1CN([C@@H](C)CO)C(=O)c2cc(NC(=O)Nc3ccc4c(c3)OCO4)ccc2O[C@@H]1CN(C)S(=O)(=O)c1cn(C)cn1,-3.2

A stretch of the results above, as a working copy:
Compound,NSD2 block
COCC#Cc1cnc2c(c1)C(=O)N([C@H](C)CO)C[C@H](C)[C@@H](CN(C)C(=O)c1ccc3c(c1)OCO3)O2,7.6
C[C@H](CO)N1C[C@H](C)[C@@H](CN(C)C(=O)c2cnccn2)Oc2cc(C#CCC3CCCC3)ccc2S1(=O)=O,1.1
C[C@H]1CCCCO[C@H](CN(C)C)[C@@H](C)CN([C@@H](C)CO)C(=O)c2cc(NS(=O)(=O)c3ccccc3)ccc2O1,26.0
C[C@@H]1CN([C@@H](C)CO)C(=O)c2cc(NC(=O)Nc3ccc4c(c3)OCO4)ccc2O[C@@H]1CN(C)S(=O)(=O)c1cn(C)cn1,-3.2

The list goes on.
Compound,NSD2 block
Cc1noc(C)c1NC(=O)Nc1ccc2c(c1)C(=O)N([C@H](C)CO)C[C@H](C)[C@H](CN(C)Cc1ccc(C(=O)Nc3ccccc3N)cc1)O2,-0.5
O=C(C[C@H]1C[C@@H]2c3cc(NS(=O)(=O)c4ccc(F)cc4)ccc3O[C@@H]2[C@@H](CO)O1)N1CCCCC1,-0.6
O=C(O)C[C@H]1C=C[C@@H](NC(=O)Nc2ccccc2)[C@@H](CO)O1,2.1
C/C=C/c1ccc2c(c1)O[C@@H](CN(C)C(=O)c1ccncc1)[C@H](C)CN([C@@H](C)CO)S2(=O)=O,7.0
C[C@H]1CCCCO[C@@H](CN(C)C(=O)C2CCCCC2)[C@@H](C)CN([C@@H](C)CO)C(=O)c2cc(NS(=O)(=O)c3cn(C)cn3)ccc2O1,-2.0
CN(C)CCCOc1ccc(/C=N/NC(=O)CCCCCCC(=O)NO)cc1,0.6
COc1ccc(NC(=O)Nc2ccc3c(c2)CC(=O)N([C@@H](C)CO)C[C@@H](C)[C@H](CN(C)C(=O)Nc2c(C)noc2C)O3)cc1,5.0
CNC[C@H]1Oc2c(NC(=O)c3nc4ccccc4s3)cccc2C(=O)N([C@H](C)CO)C[C@@H]1C,1.4
COc1ccc(S(=O)(=O)N(C)C[C@@H]2Oc3ccc(NC(=O)c4ccncc4)cc3CC(=O)N([C@@H](C)CO)C[C@@H]2C)cc1,-2.7
COc1ccc(NC(=O)Nc2ccc3c(c2)C(=O)N([C@@H](C)CO)C[C@H](C)[C@H](CN(C)Cc2ccncc2)OCCCC[C@@H](C)O3)cc1,2.2
COCCNC(=O)C[C@@H]1C[C@@H]2c3cc(NC(=O)Nc4ccc(C(F)(F)F)cc4)ccc3O[C@@H]2[C@@H](CO)O1,3.0
COc1ccc(S(=O)(=O)N(C)C[C@@H]2Oc3c(NS(=O)(=O)c4ccc(F)cc4)cccc3C(=O)N([C@H](C)CO)C[C@H]2C)cc1,2.7
Cc1ccc(S(=O)(=O)N(C)C[C@@H]2OCCCC[C@@H](C)Oc3ccc(NC(=O)Nc4ccc(F)cc4)cc3C(=O)N([C@H](C)CO)C[C@@H]2C)cc1,-2.5
C[C@H](CO)N1C[C@H](C)[C@@H](CN(C)C(=O)CCCN(C)C)OCCCC[C@H](C)Oc2ccc(NS(=O)(=O)c3ccc(F)cc3)cc2C1=O,-6.5
C[C@H]1CN([C@@H](C)CO)C(=O)Cc2cc(NS(=O)(=O)c3ccccc3)ccc2O[C@@H]1CN(C)C(=O)Nc1ccc(F)cc1,-3.1
C/C=C/c1cnc2c(c1)C(=O)N([C@H](C)CO)C[C@H](C)[C@@H](CN(C)Cc1ccncc1)O2,-2.4
C[C@H](CO)N1C[C@H](C)[C@H](CN(C)S(=O)(=O)c2cn(C)cn2)Oc2c(NS(=O)(=O)c3ccccc3)cccc2C1=O,-3.2
C[C@@H]1CN([C@H](C)CO)C(=O)Cc2cc(NC(=O)Nc3ccc(F)cc3)ccc2O[C@@H]1CN(C)C(=O)Nc1ccccc1,-1.9
CCCNC(=O)N[C@@H]1C=C[C@H](CC(=O)NCCc2ccccc2)O[C@H]1CO,4.8
COc1cc(/C=C\C(=O)O)cc(OC)c1OC,-2.1
COc1ccc(NC(=O)N(C)C[C@H]2Oc3ccc(NS(=O)(=O)c4ccc(Cl)cc4)cc3CC(=O)N([C@H](C)CO)C[C@@H]2C)cc1,-0.7
CC(C)NC(=O)N(C)C[C@@H]1Oc2ccc(NC(=O)CCC(F)(F)F)cc2C(=O)N([C@H](C)CO)C[C@H]1C,1.2
C[C@H]1CN([C@@H](C)CO)C(=O)c2cc(NS(=O)(=O)c3ccc(Cl)cc3)ccc2O[C@H]1CN(C)C(=O)Nc1ccc(F)cc1,6.1
O=C(CCCCCCC(=O)Nc1ccccc1O)N/N=C/c1ccccc1[N+](=O)[O-],-0.8
C[C@@H]1CN([C@H](C)CO)C(=O)c2c(c3ccccc3n2C)-c2ccccc2CO[C@@H]1CN(C)S(=O)(=O)c1ccc(Cl)cc1,-5.0
C[C@@H]1CN([C@@H](C)CO)C(=O)c2cc(N(C)C)ccc2O[C@H]1CN(C)C(=O)Nc1ccc(C(F)(F)F)cc1,-3.7
CCCC#Cc1ccc2c(c1)O[C@H](CN(C)Cc1cncnc1)[C@H](C)CN([C@@H](C)CO)S2(=O)=O,0.7
C[C@H](CO)N1C[C@H](C)[C@@H](CN(C)C(=O)C2CCOCC2)Oc2ncc(Br)cc2C1=O,-3.3
CC(C)CC#Cc1ccc2c(c1)O[C@H](CN(C)C(=O)Cc1ccccn1)[C@@H](C)CN([C@@H](C)CO)S2(=O)=O,9.5
O=C1C2(CO)C=C(Br)[C@H](C[C@@H]2c2ccccc2)[C@@]12CO2,5.3
CC(C)C#Cc1cnc2c(c1)C(=O)N([C@@H](C)CO)C[C@@H](C)[C@H](CN(C)C(=O)Nc1ccccc1)O2,-4.1
COc1cccc(-c2ccc3c(c2)O[C@@H](CN(C)C(=O)c2ccccc2F)[C@@H](C)CN([C@@H](C)CO)S3(=O)=O)c1,1.7
COc1cc(/C=C/C=N/NC(=O)c2ccccc2O)ccc1O,-5.0
C[C@@H]1CN([C@@H](C)CO)C(=O)Cc2cc(NS(=O)(=O)c3ccc(Cl)cc3)ccc2O[C@@H]1CN(C)C(=O)Nc1ccccc1,-4.6
CCCNC(=O)N(C)C[C@H]1Oc2cc(-c3ccc(C)cc3)ccc2S(=O)(=O)N([C@H](C)CO)C[C@H]1C,1.3
COc1ccc(CN(C)C[C@@H]2Oc3c(NC(=O)Nc4ccc(C(F)(F)F)cc4)cccc3C(=O)N([C@H](C)CO)C[C@@H]2C)cc1,0.8
CNC[C@H]1Oc2c(NC(=O)c3ccncc3)cccc2C(=O)N([C@@H](C)CO)C[C@@H]1C,2.4
C[C@@H]1CN([C@H](C)CO)C(=O)c2cc(N(C)C)ccc2O[C@@H]1CN(C)Cc1ccc2c(c1)OCO2,-2.6
C=CC/C=C\C/C=C\CCCCCCCc1cccc(O)c1C(=O)O,-10.9
COc1ccc(NC(=O)Nc2ccc3c(c2)C(=O)N([C@@H](C)CO)C[C@@H](C)[C@@H](CN(C)S(=O)(=O)c2ccc(OC)cc2)OCCCC[C@H](C)O3)cc1,1.2
C[C@H](CO)N1C[C@H](C)[C@@H](CN(C)S(=O)(=O)c2ccc(F)cc2)Oc2ncc(C#CC3(O)CCCC3)cc2C1=O,2.1
C[C@@H]1CCCCO[C@@H](CN(C)C(=O)c2ccccc2)[C@@H](C)CN([C@@H](C)CO)C(=O)c2cc(N(C)C)ccc2O1,4.3
C[C@H]1CN([C@@H](C)CO)C(=O)c2cc(NC(=O)c3ccncc3)ccc2O[C@H]1CN(C)Cc1ccc(C(=O)Nc2ccccc2N)cc1,-0.8
C[C@@H]1CN([C@@H](C)CO)S(=O)(=O)c2ccc(-c3cncnc3)cc2O[C@@H]1CN(C)C(=O)CC1CC1,3.2
O=C1N(Cc2ccccc2)Cc2ccccc2[C@@H]2OC(c3ccc(OCCCO)cc3)=N[C@]12CCS(=O)(=O)c1ccccc1,2.0
C[C@@H]1CN([C@@H](C)CO)C(=O)c2cc(C3=CCCC3)cnc2O[C@@H]1CN(C)C(=O)c1ccc2c(c1)OCO2,-0.5
C[C@H](CO)N1C[C@H](C)[C@H](CN(C)S(C)(=O)=O)Oc2ncc(-c3cccnc3)cc2C1=O,1.6
C[C@@H]1CN([C@@H](C)CO)C(=O)c2cccc(NC(=O)Nc3ccc(C(F)(F)F)cc3)c2O[C@H]1CN(C)S(=O)(=O)c1ccc(Cl)cc1,1.2
CCCNC(=O)N(C)C[C@@H]1Oc2cc(C#Cc3ccccn3)ccc2S(=O)(=O)N([C@@H](C)CO)C[C@H]1C,14.5
COc1ccc(NC(=O)N(C)C[C@H]2Oc3ccc(NC(=O)c4ccncc4)cc3CC(=O)N([C@@H](C)CO)C[C@@H]2C)cc1,10.3
Cc1ccccc1S(=O)(=O)N(C)C[C@H]1OCc2ccccc2-c2c(n(C)c3ccccc23)C(=O)N([C@@H](C)CO)C[C@H]1C,-2.6
O=C1O[C@@H](c2ccccc2)[C@@H](c2ccccc2)N2[C@@H](c3ccc(O)cc3)[C@]3(C(=O)Nc4ccc(C#CC5(O)CCCCCC5)cc43)[C@@H](C(=O)NC[C@H](O)c3ccccc3)[C@H]12,-9.3
C[C@H]1CN([C@@H](C)CO)C(=O)CCCn2cc(nn2)CO[C@@H]1CN(C)S(=O)(=O)c1ccccc1F,0.6
C=CC[C@]1(C(=O)NCCN2CCOCC2)COC(c2ccc(OCCCO)cc2)=N1,3.2
C[C@@H]1CN([C@@H](C)CO)C(=O)Cc2cc(NC(=O)NC3CCCCC3)ccc2O[C@H]1CN(C)Cc1ccc(C(F)(F)F)cc1,-11.9
C/C=C(/C)C(=O)O[C@@H]1Cc2c(ccc3ccc(=O)oc23)OC1(C)C,3.2
CCCCC[C@H](O)/C=C/[C@H]1C=CC(=O)[C@@H]1CCCCCCC(=O)O,-1.6
COc1ccc(S(=O)(=O)Nc2ccc3c(c2)C(=O)N([C@H](C)CO)C[C@@H](C)[C@@H](CN(C)C(=O)C2CCCCC2)OCCCC[C@H](C)O3)cc1,-3.8
CC(C)NC(=O)N(C)C[C@@H]1Oc2ccc(NS(C)(=O)=O)cc2C(=O)N([C@@H](C)CO)C[C@H]1C,-2.2
C[C@@H]1CN([C@@H](C)CO)C(=O)c2c(c3ccccc3n2C)-c2ccccc2CO[C@@H]1CN(C)C(=O)[C@@H](Cc1ccccc1)N(C)C,-7.2

New compounds follow:
Compound,NSD2 block
CC(C)CC#Cc1ccc2c(c1)O[C@@H](CN(C)Cc1cncnc1)[C@@H](C)CN([C@@H](C)CO)S2(=O)=O,-4.8
CC(C)NC(=O)N(C)C[C@H]1Oc2cc(C#Cc3ccc(F)cc3)ccc2S(=O)(=O)N([C@H](C)CO)C[C@H]1C,-9.1
C[C@@H]1CN([C@H](C)CO)C(=O)Cc2cc(NC(=O)Nc3ccc(F)cc3)ccc2O[C@@H]1CN(C)S(=O)(=O)c1ccccc1,-2.9
C[C@H](C[C@@H](O)[C@](C)(O)[C@H]1CC[C@@]2(O)C3=CC(=O)[C@@H]4C[C@@H](O)[C@@H](O)C[C@]4(C)C3CC[C@]12C)C(C)(C)O (stereo not given in full),4.4
COc1ccc(S(=O)(=O)N(C)C[C@@H]2Oc3ccc(NC(=O)NC4CCCCC4)cc3CC(=O)N([C@@H](C)CO)C[C@@H]2C)cc1,5.6
C[C@H](CO)N1C[C@H](C)[C@H](CN(C)CC2CC2)Oc2ccc(NS(=O)(=O)c3ccccc3)cc2C1=O,1.6
Cc1ccc(O)c(/C=N/NC(=O)c2cccc(C(=O)NO)c2)c1,-6.9
COc1ccc(NC(=O)N(C)C[C@H]2Oc3ccc(NS(=O)(=O)c4c(C)noc4C)cc3CC(=O)N([C@@H](C)CO)C[C@H]2C)cc1,1.8

Not all compounds are listed; the hit share may differ from the screen's.
